# Source: PubChem BioAssay
# TbREL1 primary – TbREL1 RNA ligase inhibitors, primary screen, biochemical, FRET fluorescence. RNA-editing ligase 1, mitochondrial (Trypanosoma brucei brucei), P86926. TbREL1 RNA ligation. inhibition, % at 9.66 µM. 0.49% of 89,000 active;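 active = inhibition above the mean inhibition across all screened compounds plus 3 SD, cut at about 11% in these data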;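 also: 0% = plate median of test wells and 100% = NSC42067 control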
# Target sequence (P86926 whole entry, looked up): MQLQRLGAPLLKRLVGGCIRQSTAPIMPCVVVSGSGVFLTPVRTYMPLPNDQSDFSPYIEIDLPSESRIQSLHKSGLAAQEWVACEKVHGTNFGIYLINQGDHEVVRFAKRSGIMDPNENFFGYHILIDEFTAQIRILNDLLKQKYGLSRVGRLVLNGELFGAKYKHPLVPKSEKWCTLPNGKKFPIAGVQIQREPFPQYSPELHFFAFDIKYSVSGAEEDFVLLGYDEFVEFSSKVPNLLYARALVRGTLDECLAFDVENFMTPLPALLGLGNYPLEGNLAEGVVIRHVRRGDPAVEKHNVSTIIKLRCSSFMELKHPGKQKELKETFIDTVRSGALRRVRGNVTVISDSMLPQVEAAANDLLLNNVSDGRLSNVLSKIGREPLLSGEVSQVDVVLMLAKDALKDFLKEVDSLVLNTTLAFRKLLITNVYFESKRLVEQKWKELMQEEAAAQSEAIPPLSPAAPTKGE
# * marks the source's active call; other numbers are inactive results. These rows are one share of the data; rates above refer to the full screens.
SMILES,TbREL1 primary
CC(=O)c1ccc(OCC(=O)OCc2cc(-c3ccco3)on2)cc1,6
CCOC(=O)c1[nH]nc(N)c1NC(=O)c1ccc(Cl)cc1Cl,2
CCCCCCN1CCN(C2CN(Cc3ccc(C)cc3)S(=O)(=O)C2)CC1 (stereo not given),5
CSc1nc2c(c(=O)n1-c1ccc(F)cc1)SCC2,-5
COc1ccc(-c2nc(/C=C3\C(C)=Nc4ccccc43)c(O)o2)cc1,-1
O=C(O)/C=C/C(=O)NCCc1ccc(Cl)cc1,2
CCc1cccc(C)c1NC(=O)CSc1n[nH]c(N)n1,1
O=C(Nc1ccn(Cc2ccccc2F)n1)c1ccc(COc2ccccc2Cl)cc1,3
CCCCSCc1nc2ccccn2c1Br,2
Cc1nn(Cc2ccccc2)c(C)c1NC(=O)CCCn1nc(C)c([N+](=O)[O-])c1C,-4
Cn1c(=O)c2c(nc(CN3CCOCC3)n2CC(O)CO)n(C)c1=O (stereo not given),6
COc1cc(C(=O)NCCCNc2nc3cc(C)c(C)cc3cc2C#N)cc(OC)c1OC,-5
COc1ccc(S(=O)(=O)NC(C(C)C)C(C)C)cc1OC,-3
Cc1ccc(N2CC(C(=O)Nc3cccnc3)CC2=O)cc1C (stereo not given),0
CCOc1cc(/C=N/NC(=O)C(C)Sc2ccccc2)ccc1O (stereo not given),-4
Cc1ccsc1C(=O)OCc1nc2ccsc2c(=O)[nH]1,2
COc1ccccc1N1CCN(CC(=O)NCC2CCCO2)CC1 (stereo not given),-1
C=CCN(c1ccccc1)S(=O)(=O)c1cccc(C(=O)Nc2ncccc2C)c1,-1
CC(C)(C)c1ccc(/C=C/C(=O)NC2=NCCS2)cc1,0
Cc1noc(NS(=O)(=O)c2ccc(NC(=O)CCC3CCCC3)cc2)c1C,-2
C(=C\c1ccccc1)/CN1CCN(C(c2cccs2)c2nnnn2C2CCCC2)CC1 (stereo not given),-1
COc1ccccc1CNC(=O)CN(C)S(=O)(=O)c1cccc2cccnc12,0
Cc1ccc(CNC(=O)CN(C)S(=O)(=O)c2cnc[nH]2)cc1,0
O=C(c1ccc(F)c(S(=O)(=O)N2CCOCC2)c1)N1CCN(c2ccc(F)cc2)CC1,2
CCOC(=O)CSc1nc(C)cc(Oc2ccc(=O)n(C)n2)n1,-1

# Additional structures
SMILES,TbREL1 primary
Nc1nc2ccccc2n1/N=C/c1ccc(-c2ccccc2)o1,7
CC(=O)NCCc1cc2ccc(C)c(C)c2[nH]c1=O,-1
O=C(CN1C(=O)NC(Cc2ccccc2)C1=O)Nc1ccc(F)cc1 (stereo not given),-1
CC1CCc2c(sc(NC(=O)CCc3nc4ccccc4c(=O)[nH]3)c2C#N)C1 (stereo not given),1
Cc1ccccc1NC(=O)C1CCCN(C(=O)Nc2ccc(F)cc2)C1 (stereo not given),-2
C/C(=N\NC(=O)c1nnn(-c2nonc2N)c1CSc1ccc(C)cc1)c1cccnc1,1
Cc1nnc(SCCn2c(N3CCN(C)CC3)nc3c2c(=O)[nH]c(=O)n3C)s1,1
O=C(Cn1cnc(S(=O)(=O)N2CCCC2)c1)Nc1ccc(OC(F)(F)F)cc1,5
CC[C@]1(c2ccc(C)cc2)C(=O)N(C(=O)OC(C)C)N1C(=O)OC(C)C,5
CCOc1ccc(NC(=O)N(CCCN2CCOCC2)Cc2cccnc2)cc1,-2
CCc1cccc(C)c1NC(=S)N(CCN(C)C)C(C)c1cccnc1 (stereo not given),-2
Cc1ccc(NCC(O)C(O)C(O)CO)cc1C (stereo not given),1
Cc1cc(C)cc(NC(=O)COC(=O)CCCC2=NS(=O)(=O)c3ccccc3N2)c1,-3
O=C(Nc1ccnn1C1CCN(CCCc2ccccc2)CC1)c1cccc(F)c1,-1
CC(=O)OCCc1[nH]c2ccccc2c1C,1
O=C(O)C1=C[C@@H](c2csc3ccccc23)C[C@@H](OCCCCO)O1,-3
CCN(CC)c1ccc(/C=N/NC(=O)c2nnn(-c3nonc3N)c2C(C)C)c(O)c1,-5
O=C(Nc1ccccc1Oc1cccnc1)C1CCCN(Cc2ccccc2O)C1 (stereo not given),-4
CC1(c2nnc(Cc3ccccc3)o2)CC(c2ccc(C#N)cc2)=NO1 (stereo not given),6
C/C(C=NNC(=O)CSc1nc2ccccc2n1C)=C\c1ccccc1,4
CC(C)(C)N1CC(C(=O)Nc2ccc(S(=O)(=O)N3CCCCC3)cc2)CC1=O (stereo not given),-1
CCOc1ccccc1N1CCN(Cc2cccc(OC)c2O)CC1,-4
Cc1ccc2nc(-c3ccc(NC(=S)NC4CC(C)(C)NC(C)(C)C4)cc3)sc2c1,-2
COc1ccccc1N(CN1CCCC1=O)C(=O)c1c(F)cccc1Cl,-1
CCCCS(=O)Cc1ccccc1 (stereo not given),-2

# 16 structures out of the list, arranged by molar mass, largest number first.
SMILES,TbREL1 primary
C/C(=N\NC(=O)c1nnn(-c2nonc2N)c1CSc1ccc(C)cc1)c1cccnc1,1
Cc1ccc2nc(-c3ccc(NC(=S)NC4CC(C)(C)NC(C)(C)C4)cc3)sc2c1,-2
CCN(CC)c1ccc(/C=N/NC(=O)c2nnn(-c3nonc3N)c2C(C)C)c(O)c1,-5
Cc1nnc(SCCn2c(N3CCN(C)CC3)nc3c2c(=O)[nH]c(=O)n3C)s1,1
O=C(Cn1cnc(S(=O)(=O)N2CCCC2)c1)Nc1ccc(OC(F)(F)F)cc1,5
O=C(Nc1ccnn1C1CCN(CCCc2ccccc2)CC1)c1cccc(F)c1,-1
O=C(Nc1ccccc1Oc1cccnc1)C1CCCN(Cc2ccccc2O)C1 (stereo not given),-4
CCOc1ccc(NC(=O)N(CCCN2CCOCC2)Cc2cccnc2)cc1,-2
CC1CCc2c(sc(NC(=O)CCc3nc4ccccc4c(=O)[nH]3)c2C#N)C1 (stereo not given),1
COc1ccccc1N(CN1CCCC1=O)C(=O)c1c(F)cccc1Cl,-1
C/C(C=NNC(=O)CSc1nc2ccccc2n1C)=C\c1ccccc1,4
CC[C@]1(c2ccc(C)cc2)C(=O)N(C(=O)OC(C)C)N1C(=O)OC(C)C,5
O=C(O)C1=C[C@@H](c2csc3ccccc23)C[C@@H](OCCCCO)O1,-3
Cc1ccc(NCC(O)C(O)C(O)CO)cc1C (stereo not given),1
CC(=O)OCCc1[nH]c2ccccc2c1C,1
CCCCS(=O)Cc1ccccc1 (stereo not given),-2

# Additional structures.
SMILES,TbREL1 primary
CCOC(=O)C1(C)CCCN(C(=O)c2ccccc2)C1 (stereo not given),-4
CCOC(=O)C(=O)N(CC)C1CCS(=O)(=O)C1 (stereo not given),3
Cc1cccc(NS(=O)(=O)c2ccc3c(c2)NC(=O)CC(=O)N3)c1,2
COc1ccc(C2C(C(=O)NCc3ccccn3)c3cc(OC)c(OC)cc3C(=O)N2C)cc1 (stereo not given),-1
Cc1[nH]c2ccccc2c1/C=N\NC(=O)CNc1ccc2c(c1)OCO2,-4
O=C(CN1CCN(C2CCCCC2)CC1)c1c[nH]c2ccccc12,-2
O=S(=O)(CCc1nc2ccccc2o1)c1ccc(Cl)cc1,1
CCOc1ccc(NC(=O)CN(C)C(=O)c2cc(C)on2)cc1OCC,-6
C/C(=N\NC(=S)Nc1ccc(C)cc1)c1cccc(N)c1,-3
Cc1c(C(=O)N2CCN(CCc3ccccn3)CC2)oc2ccc(Cl)cc12,-2
NC(=O)NC(=O)COC(=O)CCCSc1nc2ccccc2s1,0
COc1ccccc1N(C(=O)c1snc(C(N)=O)c1N)C(C(=O)NCc1ccccc1)c1ccc(O)cc1 (stereo not given),-1
CCOC(=O)C1C[C@@H](O)C=CC1=O (stereo not given in full),1
CCn1cc(/C=C(\NC(=O)c2ccccc2OC)C(=O)NCCCn2ccnc2)c2ccccc21,-4
CCN(CC)S(=O)(=O)c1ccc(NC(=O)COC(=O)CN2C(=O)c3ccccc3C2=O)cc1,0
Cc1noc(C)c1NC(=O)Nc1ccc2c(c1)C(=O)N([C@H](C)CO)C[C@H](C)[C@@H](CN(C)S(=O)(=O)c1ccc(F)cc1)O2,-2
CC(C)(C)OC(=O)N1CCN(C(=O)c2[nH]cnc2C(=O)Nc2ccc(Cl)cc2)CC1,-2
Cc1cc(C)c(C(=O)COC(=O)Cn2c(C)csc2=O)cc1C,-4
CC(C)CC(OC(=O)c1ccco1)C(=O)NC1CCCCC1 (stereo not given),-4
CC(C)C(NC(=S)Nc1ccccc1)C(=O)O (stereo not given),2
C=C(C)CSC1=C(C#N)C(c2ccsc2)CC(=O)N1 (stereo not given),0
Cc1cc(C(=O)NN=C2CC(=O)CC(C)(C)C2)c(C)o1,-2
COc1ccc(-c2nnc(SCC(=O)N3CCN(c4ccccc4)CC3)o2)cc1OC,2
O=c1oc2ccccc2c2c1C(c1ccc(Cl)cc1)Nc1ccc3ccccc3c1-2 (stereo not given),5
O=C(/C=C/Nc1ccc(F)cc1)c1ccc(Oc2ncccn2)cc1,-4

# Quoted at random: 2 entries already listed.
SMILES,TbREL1 primary
C=C(C)CSC1=C(C#N)C(c2ccsc2)CC(=O)N1 (stereo not given),0
Cc1[nH]c2ccccc2c1/C=N\NC(=O)CNc1ccc2c(c1)OCO2,-4

# The listing continues:
SMILES,TbREL1 primary
O=C(CN1CCN(C(c2ccccc2)c2ccccc2)CC1)NC(=O)NCc1ccco1,-5
Cc1ccc(C(C)C)c(OCCN2C(=O)NC(C)(C)C2=O)c1,-2
O=C(Nc1ccc(N2CCOCC2)cc1)C1(c2ccc(Cl)cc2)CCC1,-3
COc1ccc(C(=O)N2CCC(n3nccc3NC(=O)C3CC3)CC2)c(OC)c1OC,-1
O=C(NCc1ccc2c(c1)OCO2)Nc1cccc2ccccc12,0
COC(=O)[C@]12CCCCC=C1N(Cc1ccc(OC)cc1)C(=O)[C@@H]2CC(=O)NCC1CCCCC1,-3
Nc1nc2n(n1)C(c1cccc(Br)c1)CC(c1ccc(F)cc1)N2 (stereo not given),3
COc1ccc(-n2c(SCC(=O)Nc3cc(C)c(NC(=O)c4ccccc4)cc3OC)nnc2-c2cccnc2)cc1,-2
CCCNCc1cc(OC)c(OCCC)cc1Cl,6
O=C(NCc1ccc(Cl)cc1)c1ccccc1CCc1ccccc1,-1
CC[C@]12c3[nH]c4ccccc4c3CCN1C(=O)C(CC(=O)NCCN1CCOCC1)C[C@@H]2C(=O)N1CCN(C(=O)C2CC2)CC1 (stereo not given in full),0
COc1ccc(NC(=O)CCN2CCN(S(=O)(=O)c3cc(Cl)ccc3OC)CC2)cc1,7
O=C(c1ccc(N2C(=O)CCC2=O)cc1)N1CCN(c2ccccc2)CC1,0
O=C(C1CCN(S(=O)(=O)c2ccc(Cl)cc2)CC1)N1CCOCC1,1
CN1CCCCc2c1nc1ccccc1c2N (tested in a mixture with another compound),-2
CCOc1cc(CN2CCN(c3cccc(C(F)(F)F)c3)CC2)ccc1OC,0
Cc1nn(C)cc1/C=N/NC(=O)c1ccc2c(c1)OCO2,1
O=C(NCCc1ccccc1)C1C(=O)Nc2ccccc2C(=O)N1C1CCCCC1 (stereo not given),-1
CN1CCN(c2ccccc2/C=N/NC(=O)c2cccnc2)CC1,-1
COC(=O)C(O)(CC(=O)Nc1ccc(C)c(F)c1)C(F)(F)F (stereo not given),0
COC(=O)[C@]12CCCCC=C1N(Cc1ccc(Cl)cc1Cl)C(=O)[C@H](CC(=O)NCCc1ccccc1OC)C2,0
Cc1ccc(S(=O)(=O)N2CCOCC2)cc1NC(=O)COC(=O)c1cccc(Cl)c1Cl,-2
CC(C)(C)c1ccc(C2=NC(=O)C(CC(=O)O)S2)cc1 (stereo not given),3
O=C(NCc1nnc(SCC(=O)N2CCCC2)o1)c1cccc(C(F)(F)F)c1,-1
O=C(CSc1nc2ncccc2[nH]1)c1ccc2c(c1)OCO2,1

# Remaining list, next part
SMILES,TbREL1 primary
O=C(NCCc1ccc(C(F)(F)F)cc1)C1COc2ccccc2O1 (stereo not given),-5
N=C(N)SCc1nc2ccccc2c(=O)n1-c1ccccc1Cl,0
Cc1ccc(N2CC(C(=O)NNC(=O)c3ccc(F)cc3)CC2=O)cc1 (stereo not given),0
O=[N+]([O-])c1ccc(/C=N/N=C/c2ccc([N+](=O)[O-])o2)o1,4
Cc1cc(C(=O)Nc2cccc3ccccc23)co1,-1
CCOc1ccc(-n2c(SCC(=O)c3c(N)n(C)c(=O)n(C)c3=O)nnc2-c2cccnc2)cc1,2
CC(C(=O)N/N=C/c1ccc(N(C)C)c(Br)c1)N(c1ccccc1)S(C)(=O)=O (stereo not given),4
Cc1ccc(O)c(CNc2ccc(S(=O)(=O)Nc3nccs3)cc2)c1,8
OCC[C@@H]1C[C@@H](O)[C@H](O)[C@]2(CCCCO2)O1,2
Cc1ncc(CN2CCC(CO)(CCOc3ccccc3)CC2)s1,-2
CCC(C)CNC(=O)c1[nH]c(C(F)(F)F)nc1-c1ccccc1 (stereo not given),0
O=C(c1ccc2ncsc2c1)N1CCCCC1,0
O=C(NCCc1ccco1)C(=O)NCC1OCCCN1S(=O)(=O)c1ccccc1 (stereo not given),-1
Cc1cccc2c1Sc1ccccc1CC2=O,4
O=C(Nc1ccc(N2C(=O)CC(c3ccccc3)C2=O)c(Cl)c1)c1ccccn1 (stereo not given),5
O=C(COc1ccc([N+](=O)[O-])cc1)Nc1ccc(S(=O)(=O)N2CCOCC2)cc1,-3
CN(C)CCCC(=O)c1ccc2c(c1)OCO2,-1
O=C(CSc1ccccc1)N1CCN(S(=O)(=O)c2ccccc2F)CC1,-2
CSC1=C(C#N)C(c2ccc(C(C)C)cc2)CC(=O)N1 (stereo not given),-4
CCN(C(=O)CSc1nnc(COc2cccc(C)c2)o1)c1nc(C)cs1,-3
COc1ccc(CCNC(=O)CSc2nnc3ccc(-c4ccccn4)nn23)cc1,-2
CC(CCc1ccccc1)NC(=O)CCN1N=C(c2ccccc2)CCC1=O (stereo not given),2
O=C(Nc1cn(-c2ccccc2)nc1-c1ccc(F)cc1)c1ccccc1,0
CCc1nnc(NC(=O)c2ccc(COc3cccc(C)c3)o2)s1,0
COc1cc2sc(-c3ccc(S(C)(=O)=O)cc3)c(C(=O)NCCCCO)c2cc1OC,0
O=C(Cc1cccs1)N/N=C/c1ccccn1,3
[O-][n+]1onc2c1CCC1N(O)C(c3ccccc3)CC21O (stereo not given),1
COC(=O)c1c(C)oc2ccc(NS(=O)(=O)c3cccs3)cc12,1
